# Source: PubChem (National Center for Advancing Translational Sciences (NCATS))
# Lamin A splicing: qHTS Assay for Modulators of Lamin A Splicing. HeLa LMNA splicing GFP/RFP minigene ratio, 48 h. Potency, µM (series often up to 46.1 µM), inactives show at the highest dose ratio change, negative = inhibition, most hits filed as inhibitors. 200,000 compounds, 0.01% hits. AID 1487, 2009; active = well fitted inhibition curve with a large enough effect in the signal ratio, with a control signal flat, not every such curve was filed as active; inconclusive = small, poorly fitted or top-dose-only effect, or effect the other way, or a change in a side signal; the % refers to the signal ratio; note: potency is the fitted concentration of half-maximal effect; % is set by controls: 0 for no effect and ±100 for the full control effect
#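 S3 HeLa stable clones carrying a lamin A-EGFP splicing minigene plus DsRed2 were seeded at 600 cells/well in Opti-MEM with 2% FBS, pin-dosed and incubated 48 h at 37°C. Acumen cytometry (488 nm) gave the GFP/RFP total-intensity ratio.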
# IMPase Li inh: qHTS Assay for Identifying the Cell-Membrane Permeable IMPase Inhibitors: Potentiation with Lithium. Potency, µM (titrated, usually from 59.4 µM), inactives show top-dose activity, negative = IMPase inhibition, hits mostly inhibitors. AID 1457, 2008. CHO-M1 cells, IP1 TR-FRET (IP-One), carbachol + lithium. 210,000 compounds, 0.35% hits;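 note: IP1 builds up when IMPase is blocked and the TR-FRET signal falls; potency is the fitted concentration of half-maximal effect; plate controls were basal vehicle for no effect and high inhibitor control for full effect; nearly all actives have a fitted effect of over 50% in size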
#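 CHO-M1, 2000 cells/well, 16–30 h culture; cpd + low Li+, 30 min 37C; lysis with d2-IP1/Eu-anti-IP1 Ab, 10 min RT; TR-FRET 665/620 ratio and 620 channel; AC50 via Hill.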
# Luc counter: Counterscreen for Luciferase (Kinase-Glo TM) Inhibition; Luciferin 4-monooxygenase (Photuris pensylvanica), Q27757; Kinase-Glo luciferase, ATP luminescence, 8 min; Potency, µM (doses to about 38.3 µM), inactives show top-dose activity change, negative = inhibition, hits mostly inhibitors; 200,000 compounds, 0.28% hits; note: potency is the fitted concentration of half-maximal effect; % is set by controls: 0 for no effect and ±100 for the full control effect; nearly all actives have a fitted effect of over 60% in size
#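 Recombinant Kinase-Glo luciferase, 10 uM ATP (linear range), luciferin; imidazole pH 7.2 / KCl / MgCl2 / Tween / BSA buffer; 8 min RT; luminescence.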
# NPSR antagonist: qHTS Assay for Antagonists of the Neuropeptide S Receptor: cAMP Signal Transduction; AID 1461, 2008; CHO-NPSR cells, cAMP TR-FRET, antagonist mode; 220,000 compounds, 1% hits; Q6W5P4; Potency, µM (highest dose often 38.3 µM), inactives show at the highest dose activity change, negative = inhibition, actives largely listed as inhibitors; note: potency is the fitted concentration of half-maximal effect; % is set by controls: 0 for no effect and ±100 for the full control effect; nearly all actives have a fitted effect of over 50% in size; many of its hits are not listed in these tables
# Target sequence (Q6W5P4 whole entry, looked up): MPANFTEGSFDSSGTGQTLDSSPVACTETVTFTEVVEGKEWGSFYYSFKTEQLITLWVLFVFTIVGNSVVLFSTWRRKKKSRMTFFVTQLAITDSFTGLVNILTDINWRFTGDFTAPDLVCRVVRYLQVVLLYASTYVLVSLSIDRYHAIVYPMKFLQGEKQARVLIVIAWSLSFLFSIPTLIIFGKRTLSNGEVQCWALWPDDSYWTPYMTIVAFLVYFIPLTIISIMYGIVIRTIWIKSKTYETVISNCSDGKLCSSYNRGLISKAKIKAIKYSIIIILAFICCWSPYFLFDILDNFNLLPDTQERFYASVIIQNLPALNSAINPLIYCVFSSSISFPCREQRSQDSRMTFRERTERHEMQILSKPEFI
# CBFb RUNX1 block: qHTS Assay for Compounds Blocking the Interaction Between CBF-beta and RUNX1 for the Treatment of Acute Myeloid Leukemia; AlphaScreen CBFb-His/RUNX1-biotin binding, biochemical; Runt-related transcription factor 1 (Homo sapiens) + Core-binding factor subunit beta …; Potency, µM (top dose mostly 59.8 µM), for inactives: at the top dose activity, negative = inhibition, hits mostly inhibitors; 230,000 tested, under 10 active; note: % of control where 0% means no effect
# Target sequence (Q01196 whole entry, looked up): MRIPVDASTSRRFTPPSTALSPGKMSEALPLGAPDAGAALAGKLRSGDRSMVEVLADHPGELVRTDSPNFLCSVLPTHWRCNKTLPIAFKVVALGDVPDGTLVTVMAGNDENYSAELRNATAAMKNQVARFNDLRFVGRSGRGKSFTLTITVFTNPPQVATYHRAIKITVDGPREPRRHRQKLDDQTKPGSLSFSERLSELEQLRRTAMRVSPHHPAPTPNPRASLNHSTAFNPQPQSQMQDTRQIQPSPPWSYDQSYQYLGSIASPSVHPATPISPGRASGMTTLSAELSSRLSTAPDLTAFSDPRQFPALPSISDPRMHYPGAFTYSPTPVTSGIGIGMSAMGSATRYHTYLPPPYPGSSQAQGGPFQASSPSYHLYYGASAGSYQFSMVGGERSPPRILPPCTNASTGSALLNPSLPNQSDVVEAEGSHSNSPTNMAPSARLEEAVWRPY
# Target sequence (Q13951 whole entry, looked up): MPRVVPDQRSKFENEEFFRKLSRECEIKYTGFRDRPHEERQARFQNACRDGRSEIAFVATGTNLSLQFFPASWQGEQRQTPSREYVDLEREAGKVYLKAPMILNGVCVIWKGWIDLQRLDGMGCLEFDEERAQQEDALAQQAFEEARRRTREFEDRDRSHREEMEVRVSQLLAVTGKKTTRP
#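 Read-out: AlphaScreen. Format: His-CBF-beta with biotinylated RUNX1 (30 nM each) preincubated 20 min, compound 15 min, Ni-chelate plus streptavidin beads 90 min; room temperature throughout.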
# GLA spleen mod: qHTS Assay for Inhibitors and Activators of Human alpha-Galactosidase From Spleen Homogenate; Alpha-galactosidase A (Homo sapiens), P06280; human spleen homogenate, 4MU-alpha-Gal fluorescence, 40 min; Potency, µM (titrated, usually from 80 µM), for inactives: at the top dose activity change, negative = inhibition, usual class: inhibitors; 240,000 compounds, 0.008% hits; AID 2107, 2009;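 note: potency is the fitted concentration of half-maximal effect; 0% = enzyme with vehicle and -100% = no enzyme basal signal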
#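 Inhibition or activation of alpha-galactosidase in human spleen homogenate is scored by 4-MU fluorescence after 40 min at 37C, pH 5.0, with 1 mM substrate. AC50s come from concentration-response fitted to the Hill equation.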
# Epigenetic derep: Quantitative High-Throughput Screen for Regulators of Epigenetic Control. murine LDR cells, GFP reporter derepression, 30 h. Potency, µM (top dose mostly 53.9 µM), inactives show at the top dose GFP activation, hits mostly activators. 280,000 compounds, 0.2% hits; note: potency is the fitted concentration of half-maximal effect; % of control where 0% means no effect; nearly all actives have a fitted effect of over 60% in size
#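 In this reporter-derepression format, murine cells bearing a silenced integrated CMV-GFP locus incubate with test compound (30 h, 37 C), then are washed and imaged; fluorescent objects of 20–120 um count as induced cells.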
# Numbers without * were called inactive; u = inconclusive; x = no result given; & = joins results of further samples; [ ] = another dose, or the depositor's remark. Unless noted, calls come from the whole dose curve; as a rule, active = well fitted curve in the direction sought with a large enough effect; inconclusive = small, poorly fitted or top-dose-only effect, or another doubt; inactive = no such curve, though single readings can be large; an effect the other way counts as inactive or inconclusive. The list is partial (hit frequency here may not be typical).
SMILES,Lamin A splicing,IMPase Li inh,Luc counter,NPSR antagonist,CBFb RUNX1 block,GLA spleen mod,Epigenetic derep
CCc1nnc(NS(=O)(=O)c2ccc(NC(=O)COc3ccc(Cl)c(C)c3)cc2)s1,x,13%,-2%,-39%,-9%,-5%,-0.1%
COc1ccc(NS(=O)(=O)c2cc(Cl)ccc2Cl)cc1S(=O)(=O)N1CCCCC1,u,0%,3%,-23%,-1%,0%,-1.5%
CC(=O)c1ccc(-c2cccc([C@H]3[C@@H]4C=CC[C@@H](C)[C@@H]4C(=O)N3Cc3ccccc3)c2)cc1,x,11%,-1%[39.9 µM],x,-2%,-7%,0.1%
Cc1ccc(CSc2nnc(-c3ccc(NS(=O)(=O)c4ccccc4)cc3)o2)cc1,u,8%,1%,-32%,1%,2%,1.0%
COC(=O)COC(=O)c1ccccc1NC(=O)c1ccccc1,u,12%,0%,12%,16%,-6%,0.0%
CC1CN(S(=O)(=O)c2ccc(NC(=O)CCCN3C(=O)c4ccccc4C3=O)cc2)CC(C)O1 (configuration not stated),5%,6%[38.3 µM],0%,-17%[46.1 µM],11%,7%,-2.0%
Cc1ccc(C(C(=O)NC2CCCC2)N(C(=O)Cc2cccs2)c2ccc3c(c2)OCCO3)cc1 (configuration not stated),-1%,32%[38.3 µM],2%,u,2%,1%,-7.4%
CCOC(=O)c1c(C)[nH]c(C(=O)COC(=O)CCSc2ccccc2)c1C,0%,-3%,-1%,8%,6%,-3%,-2.5%
CC(C)N1C(=O)CCC1C(=O)NC1CCCC1 (configuration not stated),5%,-7%[38.3 µM],1%,7%[46.1 µM],1%,-3%,-1.0%
CC(C)(O)[C@@H]1Cc2c(ccc3ccc(=O)oc23)O1,8%,-4%,0%,12%,-4%[2.36 µM],27%,-4.1%
COc1ccccc1/C=C\C=N\n1c(-c2ccc(Cl)cc2)n[nH]c1=S,1%,7%,0%,-8%,3%,11%,3.5%
Cc1c(CN2CCC(CO)(CC3CCCCO3)CC2)cnn1C (configuration not stated),18%[46 µM],15%,-2%,-19%,5%,-1%,-1.0%
COc1ccc(C(CC(=O)N2CCN(c3ccccc3)CC2)c2c(O)cc(OC)cc2OC)cc1 (configuration not stated),x,x,x,-25%,-1%&-4%,-7%&-4%,3.3%
O=C(Nc1ccn([C@H]2CC[C@@H](CO)O2)c(=O)n1)c1ccccc1,x,x,x,-24%,4%,-6%,-1.7%
O=C(c1ccco1)N1CCN(C(=O)C(Cc2ccccc2)NS(=O)(=O)c2cccs2)CC1 (configuration not stated),7%,9%[38.3 µM],-3%,-10%[46.1 µM],2%,u,2.9%
O=C1C(NS(=O)(=O)c2cccs2)=C(N2CCN(c3cccc(C(F)(F)F)c3)CC2)C(=O)c2ccccc21,u,25%[38.3 µM],-13%,10µM*,u,-1%,-1.0%
CCC(OC(=O)c1cccs1)C(=O)NCc1ccc(C)cc1 (configuration not stated),x,4%,-8%,-9%,8%,2%,2.6%
CC1=C(C(=O)OCCOc2ccccc2)C(c2ccc(C)o2)C2=C(CC(C)(C)CC2=O)N1 (configuration not stated),-1%,6%[38.3 µM],-8%,u,-7%,12%,-3.6%
CNC(=S)NCc1ccc2[nH]c3c(c2c1)CCCC3,x,0%,1%,1%,13%,-3%,-1.9%
CC1CCN(S(=O)(=O)Cc2ccccc2Cl)CC1,15%,-1%[38.3 µM],-1%,-4%[46.1 µM],5%,3%,0.6%
CC1Cc2cc(-c3csc(NC(=O)Cc4ccccc4)n3)ccc2N1S(C)(=O)=O (configuration not stated),u,31%[38.3 µM],-1%,u,-22%,-13%,-1.8%
O=C(Cn1cnc2c(nnn2Cc2ccccc2)c1=O)c1ccccc1,5%,10%,0%,6%[46.1 µM],-4%,2%,0.0%
O=S(=O)(c1ccccc1)N1CCC(n2nnc3cc(F)ccc32)CC1,1%,40%[activator][38.3 µM],-6%,-15%[46.1 µM],6%,11%,-1.0%
CCNc1nc(Oc2ccc(Cl)cc2Cl)cc(C(F)(F)F)n1,5%,12%,2%,-1%[46.1 µM],-5%,-1%,-1.8%
CC(C)CCN1CCN(Cc2cccn2-c2nccs2)CC1CCO (configuration not stated),-10%[46 µM],17%,-1%,8%,0%,-6%,1.0%

# An excerpt from above in order of SMILES length, high to low:
SMILES,Lamin A splicing,IMPase Li inh,Luc counter,NPSR antagonist,CBFb RUNX1 block,GLA spleen mod,Epigenetic derep
O=C1C(NS(=O)(=O)c2cccs2)=C(N2CCN(c3cccc(C(F)(F)F)c3)CC2)C(=O)c2ccccc21,u,25%[38.3 µM],-13%,10µM*,u,-1%,-1.0%
CC1CN(S(=O)(=O)c2ccc(NC(=O)CCCN3C(=O)c4ccccc4C3=O)cc2)CC(C)O1 (configuration not stated),5%,6%[38.3 µM],0%,-17%[46.1 µM],11%,7%,-2.0%
O=C(c1ccco1)N1CCN(C(=O)C(Cc2ccccc2)NS(=O)(=O)c2cccs2)CC1 (configuration not stated),7%,9%[38.3 µM],-3%,-10%[46.1 µM],2%,u,2.9%
CCc1nnc(NS(=O)(=O)c2ccc(NC(=O)COc3ccc(Cl)c(C)c3)cc2)s1,x,13%,-2%,-39%,-9%,-5%,-0.1%
COc1ccccc1/C=C\C=N\n1c(-c2ccc(Cl)cc2)n[nH]c1=S,1%,7%,0%,-8%,3%,11%,3.5%
CCNc1nc(Oc2ccc(Cl)cc2Cl)cc(C(F)(F)F)n1,5%,12%,2%,-1%[46.1 µM],-5%,-1%,-1.8%
COC(=O)COC(=O)c1ccccc1NC(=O)c1ccccc1,u,12%,0%,12%,16%,-6%,0.0%
CNC(=S)NCc1ccc2[nH]c3c(c2c1)CCCC3,x,0%,1%,1%,13%,-3%,-1.9%
CC1CCN(S(=O)(=O)Cc2ccccc2Cl)CC1,15%,-1%[38.3 µM],-1%,-4%[46.1 µM],5%,3%,0.6%
CC(C)N1C(=O)CCC1C(=O)NC1CCCC1 (configuration not stated),5%,-7%[38.3 µM],1%,7%[46.1 µM],1%,-3%,-1.0%

# (listing goes on)
SMILES,Lamin A splicing,IMPase Li inh,Luc counter,NPSR antagonist,CBFb RUNX1 block,GLA spleen mod,Epigenetic derep
O=C(Cc1ccccc1)NC1c2ccccc2-c2ccccc21,-11%,-9%,0%,18%,-9%,-6%,1.0%
CCOc1ccc(CCNC(=O)Cn2c(-c3nonc3N)nc3ccccc32)cc1OCC,15%,23%[38.3 µM],2%,-14%[46.1 µM],-2%,6%,11%
COc1cc(-c2cc(-c3nnco3)c3ccccc3n2)cc(OC)c1OC,1%[9.22 µM],3%,3%,-2%,9%,5%,-0.1%
CC(C)(C)c1csc(NC(=O)Cc2cccs2)n1,u,10%,0%,-28%,-5%,0%,-4.5%
COc1ccccc1N1CCN(C(=O)c2cc(N3C(=O)C4C5CCC(C5)C4C3=O)ccc2Cl)CC1 (configuration not stated),-17%,4%,3%,0%,1%,3%,1.0%
S=C(NCCc1c[nH]c2ccccc12)NC1CCCCC1,x,13%,4%,11%,-4%,3%,0.2%
Cc1nc2ccc(NC(=O)c3cccnc3)cc2s1,-10%[46 µM],-7%,2%,12%,-22%,1%,11%
Brc1ccc2ncc(Br)cc2c1,-5%,u,-3%,-23%,7%,-28%,0.0%
CCOC(OCC)P(=O)(c1ccccc1)c1ccccc1,9%,21%[38.3 µM],1%,-10%[46.1 µM],-2%,9%,-8.9%
CCC(C)c1ccccc1OCCn1ccnc1 (configuration not stated),5%,21%,12%,9%,-1%,4%,3.4%
CCOC(=O)c1csc(NC(=O)c2ccc(S(=O)(=O)N(C)C)cc2)n1,u,3%[38.3 µM],2%,13%[46.1 µM],1%,-8%,-8.7%
CC(C)CC(=O)Nc1cccc(-c2nc3ccccc3[nH]2)c1,x,x,x,-5%,9%,2%,5.1%&-0.8%
O=C(c1cc(COc2c(F)cccc2F)on1)N1CCC(c2ccccc2F)C1 (configuration not stated),4%[46 µM],18%,-3%,43%,29%,-7%,0.0%
Cc1ccc(C)c(OCCCC(=O)Nc2nccs2)c1,u,-3%[38.3 µM],-4%,-4%[46.1 µM],3%,2%,-0.8%
O=S(=O)(Nc1cc(C(F)(F)F)ccc1N1CCOCC1)c1ccc2ccccc2c1,u,9%,2%,-32%,-2%,5%,-0.9%
CCOC(=O)C1=NO[C@@]2(C=C(Br)C3(OCCCO3)[C@H]3O[C@H]32)C1,x,x,x,x,15%[13.1 µM],7%[17.5 µM],0.8%[10.1 µM]
COC(=O)c1c(C)oc(C)c(C(=O)OC)c1=O,4%,16%[38.3 µM],10%,2%[46.1 µM],4%,5%,2.7%
O=C(Nc1ccccc1)c1ccc(Nc2c([N+](=O)[O-])cc([N+](=O)[O-])c3ccccc23)cc1,u,8%,1%,-2%,-7%,11%,-1.9%
Cc1cc([N+](=O)[O-])nn1Cc1ccc(C(=O)N/N=C/c2ccc(O)cc2O)cc1,u,-9%,1%,2%,u,-6%,-1.9%
Cc1cc(NCCN2CCOCC2)n2c(nc3ccccc32)c1C#N,5%,-2%[38.3 µM],-5%,2%[46.1 µM],5%,u,0.0%
Cc1nn(-c2ccccc2)c(N2CCCC2)c1C=O,2%[9.22 µM],2%,-1%,-3%,2%,-1%,0.2%
COc1ccc(C(=O)C2CCN(S(=O)(=O)c3ccc4c(c3)OCCO4)CC2)cc1,u,11%[38.3 µM],0%,-19%[46.1 µM],6%,-5%,-1.0%
COC(=O)c1cccc(C(=O)N2CCCC(CNC(=O)c3ccccc3Cl)C2)c1 (configuration not stated),x,x,x,2%,7%,0%,0.0%
O=C(NCc1ccc2[nH]c3c(c2c1)CCCC3)c1ccc(S(=O)(=O)N2CCOCC2)cc1,-5%,-6%,1%,1%,-1%[2.36 µM],-1%,2.4%
S=C(Nc1ccc2c(c1)OCCO2)Nc1ccc2c(c1)OCO2,x,13%,-3%,8%,-11%,3%,-0.4%
COc1cc(O)c(C(CC(=O)N2CCCC2)c2cc(OC)c(OC)c(OC)c2)c(OC)c1 (configuration not stated),x,x,x,2%,-11%&9%,-4%&2%,2.3%
